Bioassay records (PubChem BioAssay)
BioA inh: BioA (M. tuberculosis) enzyme inhibition; purified M. tuberculosis BioA enzyme, plate reader; inhibition, % at 9.99 µM; 360,000 tested, 0.096% active; AID 602481; in the data active = inhibition above about 40%
* hit, by the source's call; & = joins results of further samples.

Start of the listing, in advance (5 entries):
C[C@@H]1CCCCO[C@H](CN(C)S(=O)(=O)c2cn(C)cn2)[C@H](C)CN([C@@H](C)CO)C(=O)c2cc(NC(=O)Cc3ccccc3)ccc2O1
- BioA inh = 1.7
COc1ccc(NC(=O)Nc2cccc3c2O[C@@H](CN(C)Cc2ccc(Cl)c(Cl)c2)[C@H](C)CN([C@@H](C)CO)C3=O)cc1
- BioA inh = 1.4
Cc1ccc(S(=O)(=O)N[C@@H]2CC[C@@H](CC(=O)NCc3ccc(Cl)c(Cl)c3)O[C@@H]2CO)cc1
- BioA inh = -1.5
O=C(NCc1ccc2c(c1)OCO2)[C@@H]1[C@@H](CO)[C@@H]2Cn3c(cccc3=O)[C@H]1N2Cc1ccccc1
- BioA inh = 1.1
CN(C)CC(=O)Nc1ccc2c(c1)[C@@H]1C[C@@H](CC(=O)NC3CCCCC3)O[C@@H](CO)[C@@H]1O2
- BioA inh = -1.0

This part in full, repeating the preview:
C[C@@H]1CCCCO[C@H](CN(C)S(=O)(=O)c2cn(C)cn2)[C@H](C)CN([C@@H](C)CO)C(=O)c2cc(NC(=O)Cc3ccccc3)ccc2O1
- BioA inh = 1.7
COc1ccc(NC(=O)Nc2cccc3c2O[C@@H](CN(C)Cc2ccc(Cl)c(Cl)c2)[C@H](C)CN([C@@H](C)CO)C3=O)cc1
- BioA inh = 1.4
Cc1ccc(S(=O)(=O)N[C@@H]2CC[C@@H](CC(=O)NCc3ccc(Cl)c(Cl)c3)O[C@@H]2CO)cc1
- BioA inh = -1.5
O=C(NCc1ccc2c(c1)OCO2)[C@@H]1[C@@H](CO)[C@@H]2Cn3c(cccc3=O)[C@H]1N2Cc1ccccc1
- BioA inh = 1.1
CN(C)CC(=O)Nc1ccc2c(c1)[C@@H]1C[C@@H](CC(=O)NC3CCCCC3)O[C@@H](CO)[C@@H]1O2
- BioA inh = -1.0
Cc1noc(C)c1S(=O)(=O)N(C)C[C@H]1OCCCC[C@H](C)Oc2ccc(NC(=O)C3CCCCC3)cc2C(=O)N([C@@H](C)CO)C[C@@H]1C
- BioA inh = -2.0
COc1ccc(S(=O)(=O)Nc2ccc3c(c2)C(=O)N([C@@H](C)CO)C[C@@H](C)[C@@H](CN(C)Cc2ccc(C(F)(F)F)cc2)OCCCC[C@H](C)O3)cc1
- BioA inh = -1.5
C/C=C/c1cnc2c(c1)C(=O)N([C@@H](C)CO)C[C@@H](C)[C@@H](CN(C)C(=O)c1cccc(F)c1)O2
- BioA inh = 2.4
CCCN(C)C[C@@H]1OCCCC[C@@H](C)Oc2ccc(N(C)C)cc2C(=O)N([C@@H](C)CO)C[C@@H]1C
- BioA inh = 0.7
CCC(=O)N[C@H]1CC[C@H](CCNC(=O)Nc2ccc(F)cc2)O[C@@H]1CO
- BioA inh = 0.7

C[C@@H]1CCCCO[C@@H](CN(C)S(=O)(=O)c2cn(C)cn2)[C@@H](C)CN([C@H](C)CO)C(=O)c2cc(NS(=O)(=O)c3cccs3)ccc2O1
- BioA inh = 2.7
Cc1ccc(S(=O)(=O)N(C)C[C@@H]2OCCCC[C@@H](C)Oc3ccc(NS(=O)(=O)c4ccc(Cl)cc4)cc3C(=O)N([C@H](C)CO)C[C@H]2C)cc1
- BioA inh = -0.6
C/C=C/c1ccc([C@H]2[C@@H](CO)N(CC3CC3)[C@@H]2CNC(=O)c2ccccc2)cc1
- BioA inh = -9.4
C[C@@H]1CN([C@@H](C)CO)C(=O)c2cccc(NC(=O)Nc3ccc(C(F)(F)F)cc3)c2O[C@H]1CN(C)Cc1ccc(-c2ccccc2)cc1
- BioA inh = 1.2
N#C[C@H]1N[C@H](CO)[C@@H]1c1ccc(/C=C/c2ccccc2)cc1
- BioA inh = 0.0&-0.7
COc1ccccc1C#Cc1cnc2c(c1)C(=O)N([C@H](C)CO)C[C@H](C)[C@H](CN(C)C)O2
- BioA inh = 0.7
CC(C)NC(=O)N(C)C[C@H]1Oc2ccc(NS(=O)(=O)c3cccs3)cc2CC(=O)N([C@@H](C)CO)C[C@H]1C
- BioA inh = 0.0
C[C@@H]1CCCCO[C@H](CN(C)S(=O)(=O)c2cn(C)cn2)[C@@H](C)CN([C@@H](C)CO)C(=O)c2cc(NC(=O)c3ccccc3)ccc2O1
- BioA inh = 0.6
CC=Cc1ccc2n(c1=O)C[C@H]1[C@H](CO)[C@@H](C(=O)N3CCOCC3)N(Cc3ccccc3)[C@@H]21 (mixture of isomers)
- BioA inh = -1.0
CCC(=O)N(C)C[C@@H]1[C@@H](c2ccc(C3=CCCCC3)cc2)[C@H](CO)N1C(C)=O
- BioA inh = -4.9

C[C@H](CO)N1C[C@H](C)[C@@H](CN(C)Cc2ccc(F)cc2)Oc2ncc(-c3ccncc3)cc2C1=O
- BioA inh = 0.5
CC(=O)N1[C@H](CO)[C@@H](c2ccc(-c3ccc(F)cc3)cc2)[C@@H]1CNC(=O)C1CC1
- BioA inh = -2.9
CC(=O)N1[C@@H]2c3ccc(-c4cncnc4)c(=O)n3C[C@H]1[C@H](CO)[C@H]2C(=O)NC1Cc2ccccc2C1
- BioA inh = 2.6
C[C@H]1CN([C@@H](C)CO)C(=O)c2cc(NC(=O)NC3CCCCC3)ccc2O[C@@H]1CN(C)S(=O)(=O)c1ccccc1
- BioA inh = 4.3
C[C@H]1CN([C@@H](C)CO)S(=O)(=O)c2ccc(-c3ccc(F)cc3)cc2O[C@H]1CN(C)C(=O)c1ccccc1F
- BioA inh = -0.7
CC(C)NC(=O)Nc1ccc2c(c1)C(=O)N(C)[C@H]1CC[C@@H](CC(=O)NCC3CCCCC3)O[C@H]1CO2
- BioA inh = 1.2
O=C(Cc1ccccn1)N[C@@H]1CC[C@@H](CCNC(=O)c2cc(Cl)cc(Cl)c2)O[C@H]1CO
- BioA inh = -4.8
C[C@H]1CN([C@@H](C)CO)C(=O)c2cccc(NC(=O)c3ccc(-c4nccs4)cc3)c2O[C@@H]1CN(C)Cc1ccc(C(F)(F)F)cc1
- BioA inh = 1.1
C[C@@H]1CN([C@H](C)CO)C(=O)c2cc(NC(=O)Nc3ccc(C(F)(F)F)cc3)ccc2O[C@@H]1CN(C)Cc1ccccc1
- BioA inh = -2.1
C[C@H](CO)N1C[C@H](C)[C@@H](CN(C)C)OCCCC[C@H](C)Oc2ccc(N(C)C)cc2C1=O
- BioA inh = -1.4

Cc1noc(C)c1NC(=O)N(C)C[C@@H]1Oc2cc(C#CCN(C)C)ccc2S(=O)(=O)N([C@@H](C)CO)C[C@@H]1C
- BioA inh = -1.1
O=C(C[C@H]1C=C[C@H](NC(=O)C2CCOCC2)[C@H](CO)O1)Nc1ccc(-c2ccccc2)cc1
- BioA inh = -3.5
C[C@@H]1CN([C@@H](C)CO)C(=O)c2cccc(NC(=O)c3cnccn3)c2O[C@H]1CN(C)Cc1ccc(C(=O)Nc2ccccc2N)cc1
- BioA inh = 4.1
Cc1noc(C)c1S(=O)(=O)Nc1ccc2c(c1)C(=O)N([C@H](C)CO)C[C@H](C)[C@@H](CN(C)C)OCCCC[C@H](C)O2
- BioA inh = 0.3
CCN(C[C@@H]1N[C@@H](CO)[C@H]1c1ccc(C2=CCCC2)cc1)C(=O)c1ccncc1
- BioA inh = 3.2
COc1ccc(C#Cc2ccc3c(c2)[C@@H]2[C@@H](CCN2S(=O)(=O)c2cccc(OC)c2)[C@@H](CO)N3C)cc1
- BioA inh = 0.2
CN1CCN(C(=O)C[C@@H]2CC[C@@H]3[C@H](COC[C@H](O)CN3C(=O)Nc3cc(Cl)cc(Cl)c3)O2)CC1
- BioA inh = 0.8
CCCc1cn(CC[C@@H]2CC[C@@H](NC(=O)C3CCC3)[C@@H](CO)O2)nn1
- BioA inh = 1.7
O=S(=O)(N[C@@H]1CC[C@@H](CCn2cc(-c3cccnc3)nn2)O[C@@H]1CO)c1ccc(F)cc1
- BioA inh = 14.0
COc1ccc(NC(=O)Nc2ccc3c(c2)[C@H]2C[C@@H](CC(=O)N4CCc5ccccc5C4)O[C@@H](CO)[C@H]2O3)cc1
- BioA inh = -1.1

Cc1ccc(-c2ccc3c(c2)O[C@H](CN(C)C(=O)Nc2ccccc2)[C@@H](C)CN([C@@H](C)CO)S3(=O)=O)cc1
- BioA inh = 2.8
CCc1csc(N2[C@H](C#N)[C@H](c3ccc(C#Cc4ccc(F)cc4)cc3)[C@H]2CO)n1
- BioA inh = -1.1
C[C@@H]1CN([C@@H](C)CO)C(=O)Cc2cc(NS(=O)(=O)c3cccs3)ccc2O[C@@H]1CN(C)C
- BioA inh = 0.9
COCC(=O)Nc1ccc2c(c1)C(=O)N(C)[C@@H]1CC[C@H](CC(=O)Nc3ccccc3)O[C@H]1CO2
- BioA inh = 11.2
CCS(=O)(=O)Nc1ccc2c(c1)C(=O)N(C)[C@H]1CC[C@H](CC(=O)NCc3ccccc3F)O[C@H]1CO2
- BioA inh = -0.5
C[C@@H]1CCCCO[C@H](CN(C)C(=O)Nc2cccc3ccccc23)[C@@H](C)CN([C@H](C)CO)C(=O)c2cc(NS(=O)(=O)c3cccs3)ccc2O1
- BioA inh = -0.5
CCCC#Cc1ccc([C@@H]2[C@H](CO)N3CCCCN(S(=O)(=O)CC)C[C@@H]23)cc1
- BioA inh = 2.6
COc1ccc(NC(=O)Nc2ccc3c(c2)CC(=O)N([C@H](C)CO)C[C@H](C)[C@H](CN(C)Cc2ccncc2)O3)cc1
- BioA inh = -2.2
COc1ccc(-c2ccc([C@H]3[C@@H](CO)N(C(=O)C4CCOCC4)[C@H]3C#N)cc2)cc1
- BioA inh = -0.7
C[C@@H]1CN([C@@H](C)CO)C(=O)c2cc(C#Cc3ccccn3)cnc2O[C@H]1CN(C)Cc1cncnc1
- BioA inh = -3.7

CC(C)NC(=O)N(C)C[C@H]1Oc2ccc(NC(=O)NC3CCCCC3)cc2C(=O)N([C@@H](C)CO)C[C@H]1C
- BioA inh = -0.6
C[C@H]1CN([C@@H](C)CO)C(=O)c2cc(NC(=O)NC3CCCCC3)ccc2O[C@@H]1CN(C)C(=O)Nc1cccc2ccccc12
- BioA inh = -0.7
C[C@H](CO)N1C[C@H](C)[C@@H](CN(C)CC2CC2)OCCCC[C@H](C)Oc2ccc(NC(=O)Nc3ccccc3)cc2C1=O
- BioA inh = -0.3
CCC(=O)N(C)C[C@@H]1Oc2cc(-c3ccc(C)cc3)ccc2S(=O)(=O)N([C@@H](C)CO)C[C@H]1C
- BioA inh = 3.2
COc1ccc(CN(C)C[C@H]2Oc3ccc(NS(=O)(=O)c4ccc(F)cc4)cc3C(=O)N([C@@H](C)CO)C[C@@H]2C)cc1
- BioA inh = -2.3
COc1ccc(NC(=O)Nc2ccc3c(c2)CC(=O)N([C@@H](C)CO)C[C@H](C)[C@H](CN(C)S(=O)(=O)c2cn(C)cn2)O3)cc1
- BioA inh = 0.4
CC(=O)N(C)C[C@H]1Oc2cc(C#CCC(C)C)ccc2S(=O)(=O)N([C@@H](C)CO)C[C@H]1C
- BioA inh = -0.3
CO[C@@H]1CN(C)C(=O)c2ccc(NC(C)=O)cc2OC[C@H](C)N(CCc2ccccc2)C[C@H]1C
- BioA inh = 0.5
O=C(C[C@H]1C[C@@H]2c3cc(NS(=O)(=O)c4ccc(F)cc4)ccc3O[C@@H]2[C@H](CO)O1)NCCN1CCCCC1
- BioA inh = -1.3
O=C(C[C@H]1CC[C@H]2[C@@H](COC[C@@H](O)CN2Cc2ccc(F)cc2)O1)NCc1ccccc1Cl
- BioA inh = 5.3

O=C(N[C@@H]1CC[C@H](CCNS(=O)(=O)Cc2ccccc2)O[C@@H]1CO)c1cnccn1
- BioA inh = 0.2
O=C(C[C@@H]1C=C[C@@H](NC(=O)c2cccc(F)c2)[C@@H](CO)O1)NCCN1CCCC1
- BioA inh = -2.8
C[C@H](CO)N1C[C@H](C)[C@@H](CN(C)Cc2ccc(-c3ccccc3)cc2)Oc2ccc(NS(C)(=O)=O)cc2C1=O
- BioA inh = -2.3
C[C@H](CO)N1C[C@H](C)[C@H](CN(C)S(C)(=O)=O)Oc2ncc(C#CC3CCCCC3)cc2C1=O
- BioA inh = 2.6
COCC#Cc1ccc2c(c1)O[C@H](CN(C)Cc1ccncc1)[C@H](C)CN([C@@H](C)CO)S2(=O)=O
- BioA inh = -1.9
O=C(C[C@@H]1C[C@@H]2c3cc(NS(=O)(=O)c4ccc(F)cc4)ccc3O[C@@H]2[C@@H](CO)O1)NCc1ccc(Oc2ccccc2)cc1
- BioA inh = -1.5
CC(C)NC(=O)N1[C@H](CO)[C@@H]2c3ccccc3N(C(=O)Nc3cccc(Cl)c3)C[C@@H]21
- BioA inh = 3.3
COCC#Cc1cnc2c(c1)C(=O)N([C@@H](C)CO)C[C@H](C)[C@@H](CN(C)C(=O)Cc1ccncc1)O2
- BioA inh = -2.3
C[C@@H]1CN([C@H](C)CO)C(=O)c2cc(C#CCc3ccccc3)cnc2O[C@H]1CN(C)Cc1cccc(F)c1
- BioA inh = 0.6
C[C@@H]1CN([C@@H](C)CO)C(=O)c2cc(NC(=O)NC3CCCCC3)ccc2O[C@@H]1CN(C)Cc1ccc(Cl)c(Cl)c1
- BioA inh = 0.5

COc1cccc(-c2ccc3c(c2)O[C@@H](CN(C)C(=O)C2CCC2)[C@@H](C)CN([C@@H](C)CO)S3(=O)=O)c1
- BioA inh = -2.1
COc1ccc(CN(C)C[C@@H]2OCCCC[C@H](C)Oc3ccc(NC(=O)Nc4ccccc4)cc3C(=O)N([C@H](C)CO)C[C@H]2C)cc1
- BioA inh = 2.8
O=C(C[C@@H]1CC[C@@H]2[C@H](COC[C@@H](O)CN2Cc2ccc(Cl)cc2)O1)NCCc1ccccc1
- BioA inh = 2.7
C[C@@H]1CN([C@H](C)CO)C(=O)c2cc(NS(=O)(=O)c3ccc(F)cc3)ccc2O[C@@H](C)CCCCO[C@@H]1CN(C)S(=O)(=O)c1cccs1
- BioA inh = -1.8
N#C[C@H]1[C@H](c2ccc(C#CC3CC3)cc2)[C@@H](CO)N1S(=O)(=O)c1ccccc1
- BioA inh = -1.3
Cc1ccc(S(=O)(=O)Nc2cccc3c2O[C@@H](CN(C)CC2CC2)[C@H](C)CN([C@H](C)CO)C3=O)cc1
- BioA inh = -0.5
C/C=C/c1ccc([C@@H]2[C@@H](CN(C)C(=O)CC)N(C(=O)NC(C)C)[C@H]2CO)cc1
- BioA inh = -1.4
COc1ccc(CN(C)C[C@@H]2Oc3ccc(NC(=O)CCN4CCOCC4)cc3CC(=O)N([C@@H](C)CO)C[C@@H]2C)cc1
- BioA inh = -1.9
O=C(NCC(F)(F)F)[C@@H]1[C@@H](CO)[C@@H]2Cn3c(cccc3=O)[C@@H]2N1C(=O)C1CCCC1
- BioA inh = -1.8

This is a subset; the hit share may differ from the screen's.
